Screening data (PubChem)
Growth percent in the NCI-60 one-dose screen (48 h, 10 µM unless noted): 100 = growth as untreated, 0 = no growth, -100 = all killed.
NCI-H460 = NCI-H460 lung cancer; hit rate 6.8% among 82,000; AID 1794736
OVCAR-5 = OVCAR-5 ovarian cancer; hit rate 2.9% among 82,000
NCI-H522 = NCI-H522 lung cancer; hit rate 8% among 78,000; AID 1794739
OVCAR-3 = OVCAR-3 ovarian cancer; hit rate 7% among 79,000
NCI-H226 = NCI-H226 lung cancer; hit rate 3.5% among 79,000; AID 1794732
OVCAR-8 = OVCAR-8 ovarian cancer | hit rate 4.4% among 81,000
NCI-H322M = NCI-H322M lung cancer. hit rate 2.7% among 80,000. AID 1794733
NCI/ADR-RES = NCI/ADR-RES ovarian cells; hit rate 4.4% among 81,000; AID 1794790
NCI-H23 = NCI-H23 lung cancer. AID 1794731. hit rate 4% among 80,000
Numbers without * were called inactive; . = not tested or not shown; & = joins results of further samples. Rule for the calls: active = growth percent below 10; inactive = the rest.

1	Nc1ncnc2c1N=C(c1ccc(Br)cc1)CC(c1cccc(Nc3ccnc4cc(C(F)(F)F)ccc34)c1)N2 (centres undefined)
2	CCOC(=O)C1=C(C)NC(=O)NC1c1ccccc1 (centres undefined)
3	O=C(OCC(O)CO)c1c(Cl)c(Cl)c(Cl)c(Cl)c1-c1c2cc(I)c(=O)c(I)c-2oc2c(I)c(O)c(I)cc12 (centres undefined)
4	O=C1/C(=C/c2ccc(B(O)O)cc2F)Oc2cc(O)ccc21
5	CNC(=O)c1nc(Nc2ccc(NC(=O)Nc3ccc(Cl)c(C(F)(F)F)c3)cc2)c2ccccc2n1
6	CN1CCN(Cc2ccc(NC(=O)c3cncc(C#Cc4cnccc4C#N)c3)cc2C(F)(F)F)CC1
compound no.	1	2	3	4	5	6
NCI/ADR-RES	67	116&109&103&108	104	102	106	74
OVCAR-8	70	110&103&102&105	90	94	102	74
NCI-H460	59	107&99&111&104	113	93	106	59
OVCAR-5	89	106&100&103&102	98	98	101	60
NCI-H23	63	104&95&101&113	94	102	91	49
OVCAR-3	84	105&107&102&113	96	105	108	86
NCI-H226	67	103&96&102&97	100	92	87	40
NCI-H322M	96	119&101&108&102	98	86	109	99
NCI-H522	74	91&100&106&96	75	87	95	67

Just OVCAR-5, NCI-H522 and NCI-H226, for two of the compounds above:
cpd	SMILES	OVCAR-5	NCI-H522	NCI-H226
3	O=C(OCC(O)CO)c1c(Cl)c(Cl)c(Cl)c(Cl)c1-c1c2cc(I)c(=O)c(I)c-2oc2c(I)c(O)c(I)cc12 (centres undefined)	98	75	100
4	O=C1/C(=C/c2ccc(B(O)O)cc2F)Oc2cc(O)ccc21	98	87	92

Continued.
7	C#C[C@]1(O)CC[C@H]2[C@@H]3CC=C4c5sc(-c6ccccc6)nc5CC[C@]4(C)[C@H]3CC[C@@]21C
8	O=C(CCCC#Cc1cccc2nc(C3CC3)n(-c3ccccc3)c(=O)c12)NO
9	O=C1c2cccc3cccc(c23)C(=O)N1Nc1nc(N2CCN(c3ccccc3)CC2)nc(-n2cnc3ccccc32)n1
10	CC1(C)CC[C@]23CC[C@]4(C)[C@H](CC[C@@H]5[C@@]6(C)Cc7cn[nH]c7C(C)(C)[C@@H]6CC[C@]54C)[C@H]2[C@H]1OC3
11	CCC(=O)Oc1ccc[nH]c1=O
12	C#CCOc1ccccc1C(OC(=O)c1ccc(F)cc1)C(=O)NC(C)(C)C(C)(C)C (centres undefined)
compound no.	7	8	9	10	11	12
NCI/ADR-RES	94	17	95	106	103	86
OVCAR-8	101	63	96	100	105	93
NCI-H460	75	94	100	99	110	92
OVCAR-5	86	88	98	105	111	93
NCI-H23	84	88	87	105	97	88
OVCAR-3	106	71	94	112	102	98
NCI-H226	100	90	59	95	97	88
NCI-H322M	87	86	93	110	92	88
NCI-H522	78	69	95	102	80	80

13	CCCCCCC/C=C/[C@H]1O[C@]2(O)C(=O)C=C3C[C@@H](O[C@@H]4O[C@H](CO)[C@@H](O)C(O)[C@@H]4O)C[C@@H]3[C@H]2C=C1C (some centres undefined)
14	CCN(CC)CC1CN(/N=C/c2ccc([N+](=O)[O-])o2)C(=O)O1 (centres undefined)
15	CC(=O)Oc1cccc(OC(C)=O)c1OC(C)=O
16	Cc1ccc2c(c1)C(=O)C(=O)N2CCCCn1cc(-c2ccccc2)nn1
17	CCOC(=O)/C=C/c1cccc2c1C(=O)NC(C)(c1cc3cc(OC)ccc3oc1=O)N2 (centres undefined)
18	Cc1ccc(C)c2c1SC1=NNC(N3CCOCC3)=C(C#N)C(=N)N12
compound no.	13	14	15	16	17	18
NCI/ADR-RES	-6.4*	98	108	84	58	104
OVCAR-8	-20*	106	106	96	60	97
NCI-H460	38	96	110	94	68	101
OVCAR-5	12	108	100	97	87	118
NCI-H23	44	95	111	90	.	100
OVCAR-3	-75*	104	111	101	79	116
NCI-H226	-21*	102	98	83	52	88
NCI-H322M	54	118	100	90	69	102
NCI-H522	-58*	89	75	90	59	98

The final 4 records of the part before open the next one.
15	CC(=O)Oc1cccc(OC(C)=O)c1OC(C)=O
16	Cc1ccc2c(c1)C(=O)C(=O)N2CCCCn1cc(-c2ccccc2)nn1
17	CCOC(=O)/C=C/c1cccc2c1C(=O)NC(C)(c1cc3cc(OC)ccc3oc1=O)N2 (centres undefined)
18	Cc1ccc(C)c2c1SC1=NNC(N3CCOCC3)=C(C#N)C(=N)N12
19	CNc1nc2c(s1)C(c1cccc(F)c1)CC(=O)N2 (centres undefined)
20	Cc1cc(N=Nc2ccc(N=Nc3ccc(S(=O)(=O)O)cc3)cc2)cc(C(=O)O)c1O
21	O=C1c2ccccc2C(=O)N1Cc1ccc([N+](=O)[O-])cc1Cl
22	COc1ccc2c(c1OC)C(=O)O[C@@H]2[C@H]1c2c(c(C#CC#Cc3ccc(OC(F)(F)F)cc3)c3c(c2OC)OCO3)CCN1C
23	CCOC(=O)/C=C(\C)Nc1ccc(NC(C)=O)cc1
24	O=C1NC(=S)S/C1=C\c1ccc(Cl)cc1Cl
compound no.	15	16	17	18	19	20	21	22	23	24
NCI/ADR-RES	108	84	58	104	103	103	122	44	101	84
OVCAR-8	106	96	60	97	102	100	102	64	105	94
NCI-H460	110	94	68	101	106	107	117	45	101	82
OVCAR-5	100	97	87	118	97	97	104	67	90	104
NCI-H23	111	90	.	100	100	100	100	30	97	81
OVCAR-3	111	101	79	116	99	99	106	65	108	83
NCI-H226	98	83	52	88	90	112	101	61	109	95
NCI-H322M	100	90	69	102	99	112	110	51	88	95
NCI-H522	75	90	59	98	87	92	92	47	94	66

25	COC(=O)c1cc(NC(=O)Nc2cc(C(=O)OC)n(C)n2)nn1C
26	O=[N+]([O-])c1cccc(CO/N=C/c2ccccc2O)c1
27	C[C@H]1C=C(C[C@@H](O)CCCCCCCCCC[C@@H](O)[C@H]2CCC(=O)O2)C(=O)O1
28	Clc1ccc(-c2ccnc3c2c(-c2ccc(Cl)cc2)nn3-c2ccccc2)cc1
29	O=c1c2ccccc2nc(COc2ccccc2)n1NS(=O)(=O)c1ccc(Cl)cc1
30	Cc1ccc2nc(-c3nc(-c4ccc(C(F)(F)F)cc4)n4ccccc34)[nH]c2c1
compound no.	25	26	27	28	29	30
NCI/ADR-RES	100	100	100	107	73	90
OVCAR-8	109	98	97	104	92	94
NCI-H460	167	112	113	102	96	100
OVCAR-5	90	100	92	106	91	101
NCI-H23	101	88	95	100	83	96
OVCAR-3	99	90	.	109	103	89
NCI-H226	96	93	96	97	83	79
NCI-H322M	116	.	94	98	83	108
NCI-H522	.	83	73	104	69	120

31	CC(=O)OCC1(C)OC(=O)N(CCc2ccccc2)C1=O (centres undefined)
32	COC1=CC(=Nc2cc(Br)c(O)c(Br)c2)C=CC1=O
33	Cc1ccc(-c2nnc(N3c4ccccc4C=Cc4ccccc43)o2)cc1
34	COc1cc(C2CC(c3cccc(Br)c3)=NN2C(C)=O)cc(OC)c1OC (centres undefined)
35	COc1ccc(-c2ccc3c(C)nc4oc(-c5cc(OC)c(OC)c(OC)c5)nc4c3n2)cc1
36	Clc1nc(Cl)c2ncn(C/C=C/Cn3cnc4c(Cl)nc(Cl)nc43)c2n1
compound no.	31	32	33	34	35	36
NCI/ADR-RES	112	99	93	-20*	74	99
OVCAR-8	100	104	88	.	74	7.7*
NCI-H460	106	107	41	9.3*	93	84
OVCAR-5	102	97	100	47	110	112
NCI-H23	105	87	105	25	79	95
OVCAR-3	107	88	107	-22*	106	61
NCI-H226	92	98	78	28	63	94
NCI-H322M	94	111	103	33	80	95
NCI-H522	93	72	83	-14*	83	28

37	O=C(O)c1c(O)cc(O)cc1O
38	Nc1nc(-c2ccccc2)cc(-c2cnn(-c3ccccc3)n2)n1
39	O=Cc1cn(-c2nc(N3CCCCC3)nc(N3CCOCC3)n2)c2ccccc12
40	CC(=O)c1c(C)nc(SCC(=O)Nc2ccc([N+](=O)[O-])cc2)n1-c1ccc(Cl)cc1
41	COc1cc(/C=C/C(=O)C(=O)/C=C/c2ccc(OCc3ccccc3)c(OC)c2)ccc1OCc1ccccc1
42	CCCNC(=O)c1ccc(NS(=O)(=O)c2ccc3c(c2)OCCCO3)cc1
compound no.	37	38	39	40	41	42
NCI/ADR-RES	111	100	87	72	98	100
OVCAR-8	99	104	96	77	105	94
NCI-H460	111	97	69	79	108	103
OVCAR-5	113	100	67	97	92	104
NCI-H23	119	99	93	84	89	98
OVCAR-3	113	109	94	83	117	106
NCI-H226	107	99	89	95	109	81
NCI-H322M	108	93	68	88	.	94
NCI-H522	103	90	78	65	82	85

Molecules from the list above that contain a CF3 group (5):
1	Nc1ncnc2c1N=C(c1ccc(Br)cc1)CC(c1cccc(Nc3ccnc4cc(C(F)(F)F)ccc34)c1)N2 (centres undefined)
5	CNC(=O)c1nc(Nc2ccc(NC(=O)Nc3ccc(Cl)c(C(F)(F)F)c3)cc2)c2ccccc2n1
6	CN1CCN(Cc2ccc(NC(=O)c3cncc(C#Cc4cnccc4C#N)c3)cc2C(F)(F)F)CC1
22	COc1ccc2c(c1OC)C(=O)O[C@@H]2[C@H]1c2c(c(C#CC#Cc3ccc(OC(F)(F)F)cc3)c3c(c2OC)OCO3)CCN1C
30	Cc1ccc2nc(-c3nc(-c4ccc(C(F)(F)F)cc4)n4ccccc34)[nH]c2c1
compound no.	1	5	6	22	30
NCI/ADR-RES	67	106	74	44	90
OVCAR-8	70	102	74	64	94
NCI-H460	59	106	59	45	100
OVCAR-5	89	101	60	67	101
NCI-H23	63	91	49	30	96
OVCAR-3	84	108	86	65	89
NCI-H226	67	87	40	61	79
NCI-H322M	96	109	99	51	108
NCI-H522	74	95	67	47	120

Remaining list, next part.
43	O=C(NCCCNc1nccc(-n2ccc3cccnc32)n1)c1ccc(C(F)(F)F)cc1
44	O=C(CCCCCCN1CC(=O)N2[C@@H](c3ccc(Cl)cc3Cl)c3[nH]c4ccccc4c3C[C@H]2C1=O)NO
45	CC(C)(CO)N(CCO)CCO
46	CN(C)Cc1cc(C(C)(C)C)cc(CN(C)C)c1O
47	COc1cccc2nc(Nc3cccc(NC(=O)c4ccc(CN5CCCN(C)CC5)c(C(F)(F)F)c4)c3)ccc12
48	CCCCc1n(Cc2ccc3ccccc3c2)c2ccccc2[n+]1Cc1ccc2ccccc2c1
compound no.	43	44	45	46	47	48
NCI/ADR-RES	94	95	102	108	-78*	63
OVCAR-8	102	75	110	107	-69*	-77*
NCI-H460	102	88	110	85	-84*	-81*
OVCAR-5	98	92	93	106	-100*	-94*
NCI-H23	101	102	97	101	-98*	-84*
OVCAR-3	101	87	112	110	-59*	-88*
NCI-H226	98	81	94	103	-71*	-73*
NCI-H322M	92	92	95	109	-100*	-82*
NCI-H522	93	78	96	101	-67*	-77*

2 entries from above, set out differently.
Below each compound – NCI/ADR-RES | OVCAR-8 | NCI-H460 | OVCAR-5 | NCI-H23 | OVCAR-3 | NCI-H226 | NCI-H322M | NCI-H522
[46] CN(C)Cc1cc(C(C)(C)C)cc(CN(C)C)c1O
  108 | 107 | 85 | 106 | 101 | 110 | 103 | 109 | 101
[47] COc1cccc2nc(Nc3cccc(NC(=O)c4ccc(CN5CCCN(C)CC5)c(C(F)(F)F)c4)c3)ccc12
  -78* | -69* | -84* | -100* | -98* | -59* | -71* | -100* | -67*

Other records:
49	CC(C)C[C@H](N)C(=O)N=S(N)(=O)c1cccc2ccccc12 (some centres undefined)
50	COc1ccc(-c2c(C#N)c(-c3ccccc3)nc3c2c(-c2ccc(Cl)cc2)nn3-c2ccccc2)cc1
51	CC(CNC(Cc1ccccc1)c1ccccc1)NC(Cc1ccccc1)c1ccccc1 (centres undefined)
52	O=C(/C=C/c1ccccc1)c1ccc(NC(=O)c2ccccc2CN2C(=O)c3ccccc3C2=O)cc1
53	COC(=O)CCCCCCCC(OC)OC
54	C/C(=N\NC(=O)CSc1nc(-c2cnccn2)cc(-c2cccs2)c1C#N)c1cnccn1
compound no.	49	50	51	52	53	54
NCI/ADR-RES	106	106	50	96	109	91
OVCAR-8	101	102	49	106	102	103
NCI-H460	105	105	8.0*	102	120	101
OVCAR-5	104	106	46	98	106	107
NCI-H23	98	101	30	93	104	98
OVCAR-3	119	114	47	105	124	98
NCI-H226	92	99	35	93	105	102
NCI-H322M	98	98	78	91	116	95
NCI-H522	97	97	9.4*	97	86	98

55	COC(=O)c1nnn(-c2cccc(C(F)(F)F)c2)c1C(=O)c1ccc(Cl)c(Cl)c1
56	CCCC(C)C(=O)OC1CCCCC1 (centres undefined)
57	CC(=O)O.[In]
58	Cn1c(=O)c2c(nc(Oc3ccccc3)n2C)n(C)c1=O
59	CCCCNc1nc2c(c(=O)n(C)c(=O)n2C)n1C
60	O=C1c2ccccc2N=C(N/N=C/c2ccncc2)[C@@H]2CCCN12
compound no.	55	56	57	58	59	60
NCI/ADR-RES	95	105	107	99	95	105
OVCAR-8	94	112	102	111	107	103
NCI-H460	101	111	111	110	105	108
OVCAR-5	97	104	105	106	105	105
NCI-H23	80	107	103	108	96	100
OVCAR-3	99	119	116	114	106	108
NCI-H226	84	106	101	99	106	95
NCI-H322M	99	122	98	123	.	98
NCI-H522	83	106	.	73	86	102

61	CCOC(=O)C(=O)Nc1c(CC)cccc1C(C)CC (centres undefined)
62	COc1ccc2cc(-c3ccnc4c(N=Nc5ccc(Cl)cc5)c(N)nn34)ccc2c1
63	CCCCCCNC(=O)Oc1ccc(/C(=C(/C)Cc2ccc(OC)cc2)c2ccc(OCCN3CCOCC3)cc2)cc1
64	CC(C)OC(=O)Oc1ccc(Cl)cc1Cl
65	COc1cc(OC)nc(NC(=O)CSc2nnc(-c3cccnc3SCc3ccccc3)o2)n1
compound no.	61	62	63	64	65
NCI/ADR-RES	104	95	100	117	102
OVCAR-8	98	94	89	107	105
NCI-H460	107	100	.	104	112
OVCAR-5	102	100	103	105	101
NCI-H23	94	108	103	105	103
OVCAR-3	103	105	98	122	102
NCI-H226	103	90	96	105	101
NCI-H322M	101	102	97	110	.
NCI-H522	78	96	69	.	88
